Bioassay records: PubChem, National Center for Advancing Translational Sciences (NCATS)
EPAC1 antagonist = antagonists of human EPAC1 | EPAC1 GEF assay, Rap1b-BODIPY-GDP exchange fluorescence | Potency, µM (doses to about 115 µM), for the others: at the top dose activity change, negative = inhibition, hits mostly inhibitors | 0.14% of 360,000 active;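 also: plate controls were vehicle for no effect and positive control for full effect; nearly all actives have a fitted effect of over 50% in size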
Target sequence (O95398 whole entry, looked up): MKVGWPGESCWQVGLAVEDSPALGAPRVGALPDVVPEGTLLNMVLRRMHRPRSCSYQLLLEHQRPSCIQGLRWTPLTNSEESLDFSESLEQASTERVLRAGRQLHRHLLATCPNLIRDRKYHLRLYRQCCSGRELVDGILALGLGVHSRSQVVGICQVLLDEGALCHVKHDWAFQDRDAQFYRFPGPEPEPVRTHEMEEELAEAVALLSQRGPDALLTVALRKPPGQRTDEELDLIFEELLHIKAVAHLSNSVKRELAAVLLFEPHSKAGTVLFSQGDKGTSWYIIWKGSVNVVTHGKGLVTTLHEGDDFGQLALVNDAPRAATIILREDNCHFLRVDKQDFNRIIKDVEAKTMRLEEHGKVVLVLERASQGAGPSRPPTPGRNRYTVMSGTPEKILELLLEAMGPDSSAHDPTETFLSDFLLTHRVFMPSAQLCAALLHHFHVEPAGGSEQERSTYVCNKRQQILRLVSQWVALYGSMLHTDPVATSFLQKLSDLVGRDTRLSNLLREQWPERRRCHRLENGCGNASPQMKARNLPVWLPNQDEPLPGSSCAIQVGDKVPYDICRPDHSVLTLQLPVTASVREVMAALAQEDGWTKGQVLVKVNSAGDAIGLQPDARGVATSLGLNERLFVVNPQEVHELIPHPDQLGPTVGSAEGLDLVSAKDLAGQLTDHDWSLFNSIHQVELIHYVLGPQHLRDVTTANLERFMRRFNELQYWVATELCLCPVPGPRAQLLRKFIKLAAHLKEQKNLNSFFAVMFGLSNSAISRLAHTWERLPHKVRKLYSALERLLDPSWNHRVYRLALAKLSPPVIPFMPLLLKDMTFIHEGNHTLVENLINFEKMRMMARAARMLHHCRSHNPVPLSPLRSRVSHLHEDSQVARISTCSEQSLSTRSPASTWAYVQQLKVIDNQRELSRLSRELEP
EPAC1 agonist = activates human EPAC1 exchange factor; EPAC1 agonist qHTS, biochemical assay; response scale: 100% = response to 6.5 mM cAMP; 0.073% of 360,000 active; O95398; AID 720707; Potency, µM (doses to about 154 µM), without a hit: at the top dose activation, actives largely listed as activators; also: nearly all actives have a fitted effect of over 60% in size
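Compounds were pinned as a concentration titration into mixtures of EPAC1 (100 nM), BODIPY-GDP-loaded Rap1B (250 nM) and GDP (50 uM). After 5 min at room temperature, fluorescence was followed for 30 min; activity was scaled to 6.5 mM cAMP.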
aSyn rescue = inhibitors of alpha-synuclein toxicity in yeast; Yeast expressing alpha-synuclein, growth rescue, BacTiter-Glo, 24 h; Potency, µM (highest dose often 46.1 µM), without a hit: at the top dose growth rescue (activation), hits mostly activators; 0.14% of 370,000 active; AID 652106; also: % of control where 0% means no effect; nearly all actives have a fitted effect of over 65% in size
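Screening used galactose-induced yeast with toxic alpha-synuclein levels, exposed to compound for 24 hr at 30 deg C. Cell growth, read with BacTiter-Glo luminescence, gave the measured signal.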
EPAC2 antagonist = blocks human EPAC2 exchange factor | Q8WZA2 | EPAC2 GEF exchange of Rap1B-BODIPY-GDP, fluorescence | Potency, µM (doses to about 114 µM), without a hit: at the top dose activity, negative = inhibition, most hits filed as inhibitors | 0.18% of 360,000 active; also: % is scaled to controls: 0 for no effect and ±100 for the full control effect; nearly all actives have a fitted effect of over 45% in size; many of its hits are not listed in these tables
TDP-43 yeast inh = rescues yeast growth from TDP-43 toxicity; Potency, µM (titrated, usually from 46.1 µM), for the others: top-dose growth rescue (activation), most hits filed as activators; AID 652104; 1.8% of 410,000 active; TDP-43 expressing yeast growth rescue, BacTiter-Glo, 24 h; also: % of control where 0% means no effect; nearly all actives have a fitted effect of over 50% in size
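Luminescence from BacTiter-Glo reports growth of TDP-43-expressing yeast after 24 hr at 30 deg C with compound. Cells were raffinose-pregrown to mid-log, then seeded in galactose medium at OD600=0.02.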
PTHR1 agonist = activates the human parathyroid hormone receptor PTHR1. Q03431. HEK293 GP2 PTHR1 cells, GloSensor cAMP luminescence, 1 h. Potency, µM (series often up to 115 µM), for the others: top-dose activation, most hits filed as activators. 0.075% of 410,000 active. AID 743266; also: nearly all actives have a fitted effect of over 55% in size; some results filed as inactive show a strong effect at the top dose; inactives centre near -15; many of its hits are not listed in these tables
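HEK-293-derived GP2 cells expressing PTHR1 and a GloSensor cAMP reporter, 3,000/well, plated overnight, given luciferin plus IBMX (each 0.5 mM as added) for 1 h at 37 °C, then compound for 1 h at 37 °C. Luminescence was read after 15 min at room temperature.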
FUS suppressor = FUS proteinopathy suppression in yeast | S. cerevisiae FUS-expressing, growth rescue, OD600, 24 h | AID 1347120 | Potency, µM (series often up to 76.6 µM), inactives show at the highest dose growth rescue (activation), usual class: activators | 0.24% of 390,000 active;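 also: plate controls were DMSO vehicle for no effect and reference control for full effect; nearly all actives have a fitted effect of over 55% in size; some results filed as inactive show a strong effect at the top dose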
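Galactose (2%) drives FUS expression in yeast precultured in raffinose; seeding density OD 0.005. Test compounds incubated 24hr at 30C and 99% humidity before absorbance at 600 nm was measured.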
EPAC2 agonist = EPAC2 (human) agonism; Q8WZA2; Potency, µM (titrated, usually from 154 µM), for inactives: at the top dose activation, usual class: activators; 0.079% of 360,000 active; EPAC2 activation, biochemical qHTS; response scale: 100% = 6.5 mM cAMP response; AID 720711; also: nearly all actives have a fitted effect of over 50% in size
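Nucleotide exchange monitored as fluorescence drop when BODIPY-GDP leaves Rap1B. Reaction: 100 nM EPAC2, 250 nM RAP1B-BODIPY-GDP, 50 uM GDP, room temperature, kinetic read over 30 min. Activity expressed relative to 6.5 mM cAMP.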
Numbers without * were called inactive; i = inactive; ? = inconclusive; . = not tested or not shown; [ ] = dose if it differs, or a comment. Calls follow the shape of the dose curve; as a rule, active = well fitted curve in the direction sought with a large enough effect; inconclusive = small, poorly fitted or top-dose-only effect, or another doubt; inactive = no such curve, though single readings can be large; an effect the other way counts as inactive or inconclusive. Potency is read from the fitted curve at half-maximal effect. An excerpt, so the mix of outcomes need not match the whole.

SMILES	EPAC1 antagonist	EPAC1 agonist	aSyn rescue	EPAC2 antagonist	TDP-43 yeast inh	PTHR1 agonist	FUS suppressor	EPAC2 agonist
Cc1cc(C)c(CN2CCC(n3nccc3NC(=O)c3ccccc3Cl)CC2)cc1C	-20%	19%	1%	-24%	-10%	-2%	13%	-3%
CN1C(=O)C(CC#N)(C2(CC#N)C(=O)N(C)c3ccccc32)c2ccccc21 (configuration not stated)	-7%	-2%	-1%	5%	2%	-11%	-14%	1%
N#CCCCn1c(-c2ccccc2)noc1=O	0%	2%	3%	2%	-21%	-7%[57.5 µM]	5%	14%
O=C(CNC(=O)c1cccc(Br)c1)N/N=C/c1cccs1	13%	14%	0%	0%	13%	22%	-15%	10%
Cc1cc(C(=O)NC2CCCc3c2cnn3-c2ccc(C)c(C)c2)no1 (configuration not stated)	-1%	2%	-9%	-12%	14%	-23%	5%	7%
COc1ccc([C@H]2C[C@H](O)[C@@H](n3cc(C4CC4)nn3)CN2C(=O)C2CCCCC2)cc1	2%	-2%	0%	9%	10%	-19%	22%	0%
CCOC(=O)C(=O)/C(=C\N(C)C)c1onc(-c2c(Cl)cccc2Cl)c1C(=O)OC	6%	-9%	12%	0%	-13%	-17%	-22%	5%
Cc1ccc(C(=O)Nc2nc(C(C)(C)C)cs2)s1	-19%	3%	-38%[inhibitor]	-26%	14µM*	-16%[57.5 µM]	-4%	-84%[15.6 µM]
CCOC(=O)C1=C(CSc2nc3ccccc3s2)NC(=O)NC1c1cccc([N+](=O)[O-])c1 (configuration not stated)	0%	1%	-4%	0%	-2%	-20%[57.5 µM]	-18%	11%
CC(Oc1ccc(Cl)cc1)C(=O)N1CCN(C(=O)c2ccco2)CC1 (configuration not stated)	7%	10%	8%	-2%	-10%	7%	.	9%
COC(=O)c1sccc1NC(=O)CSc1ccccc1N	1%	-4%	7%	-3%	21%	i	-25%	6%
COc1ccccc1N1CC(C(=O)NCC2COc3ccccc3O2)CC1=O (configuration not stated)	20%	4%	3%[1.84 µM]	3%	8%	i	19%	1%
Cc1cccc(C)c1NC(=O)C(c1ccccc1)n1c(=O)c(-c2ccccc2)nc2ccccc21 (configuration not stated)	-5%	9%	2%	2%	50%	-5%	24%	19%
NC(Cc1ccccc1)C(O)(c1ccccc1)c1ccccc1 (configuration not stated)	-1%	2%	-2%	1%	10%	12%	-28%	15%
CC(C)(C)N(CC(=O)NC1CCCCC1)C(=O)CS(=O)CC(=O)Nc1ccc(F)cc1 (configuration not stated)	-14%	-9%	-8%	-13%	9%	-9%	19%	16%
C=CCn1c(COc2ccccc2F)nnc1SCC(=O)NC(=O)NCc1ccco1	-13%	-1%	-4%	-9%	-17%	i	31%	7%
CCOC(=O)c1sc(NC(=O)CN2CC(C)OC(C)C2)nc1C (configuration not stated)	6%	-1%	8%	0%	3%	i	-22%	1%
C/C(=C\C(=O)c1ccc(Br)cc1)NNC(=O)c1ccccc1	-24%	-23%	-8%	13%	-12%	-23%	?	-2%
NC(=O)c1cccc(-c2ccnc3c2CC(C(=O)Nc2ccc(Cl)cc2)O3)c1 (configuration not stated)	4%	-7%	-5%	2%	5%	-59%[inhibitor]	-18%	8%
O=[N+]([O-])c1cc(-n2cccc2)ccc1N1CCOCC1	-3%	3%	10%	-1%	?	-43%[inhibitor]	3%	-1%
COc1ccc(COC(=O)c2cccc(S(=O)(=O)N3CCCC3)c2)cc1F	6%	9%	5%	1%	-6%	-10%	8%	13%
COc1cc(/C=N/Nc2nncn2/N=C/c2ccc(O)c(OC)c2)ccc1O	13%	3%	-14%	-1%	-3%	-15%	-15%	-4%
Cc1cc(-c2nn(-c3ccccc3F)cc2CN2CCN(c3ccncc3)CC2)c(C)s1	2%	5%	1%	-10%	-3%	-37%	0%	12%
Cc1ccc(/C=C/C(=O)OCc2nc(N)nc(Nc3ccccc3C)n2)o1	0%	5%	8%	-13%	?	-5%	9%	7%
COc1ccc(NCc2nnc(SCC(=O)Nc3cccc(C)c3)o2)cc1	0%	9%	-2%	-6%	-5%	i	?	4%
O=C(CCn1c(=O)oc2ccc(Cl)cc21)N1CCN(c2ccccc2)CC1	-15%	-1%	11%	-11%	17%	22%	6%	9%
CCOC(=O)c1c(NC(=O)c2c(Br)cnn2CC)sc(C)c1C	-27%	0%	1%	-3%	7%	i	14%	1%
Cc1ccc(NC(=O)CCCCCN2C(=O)[C@@H]3Cc4ccccc4CN3C2=O)c(Cl)c1	-3%	8%	14%	1%	28%	-16%	38%	12%
NC(=O)c1ccc(NC(=O)c2ccc(COc3ccccc3Br)cc2)cc1	3%	-1%	4%	10%	24%	i	-21%	-2%
CCCn1nnc(NC(=O)c2ccc3ccccc3c2)n1	1%	6%	-8%	6%	?	i	24%	20%
CCOC(=O)c1ccccc1NC(=O)COC(=O)CCNS(=O)(=O)c1ccccc1	-3%	6%	7%	-24%	26%	i	16%	10%
CC(C)Cc1nc2oc3c(NCCCN4CCOCC4)ncnc3c2c2c1CCC2	12%	4%	1%	-2%	-10%	i	5%	3%
Cc1cc(C)n(CCC(=O)Nc2ccc3c(c2)OCCO3)n1	-10%	4%	8%	5%	14%	i	-12%	2%
COc1ccc(NC(=O)c2cc(C)no2)cc1	13%	1%	0%	-2%	19%	i	-27%	-2%
CCO[C@@H]1OC(C(=O)O)=C[C@H](c2cn(C(C)=O)c3ccccc23)[C@H]1CCCO	-11%	-12%	0%	6%	12%	i	-18%	-2%
COc1cc(OC)cc(-c2cc3nc(C)c(CCC(=O)O)c(C)n3n2)c1	-1%	-9%	1%	5%	6%	-8%	-6%	5%
C=CCn1c(SCc2nc3ccccc3c(=O)[nH]2)nnc1-c1cc2cc(Cl)ccc2o1	5%	6%	0%	4%	16%	i	-3%	-7%
N#Cc1ccc(-c2ccc(F)cc2)nc1Oc1ccc(Cl)c(Cl)c1	-2%	2%	2%	-1%	4%	i	15%	9%
CC(C)(C)OC(=O)N1CCC(NC(=O)c2nc[nH]c2C(=O)NC2CCN(C(=O)OC(C)(C)C)CC2)CC1	-22%	-22%	0%	-4%	-1%	?	11µM*	-4%
NS(=O)(=O)c1ccc(CCN=C(NS(=O)(=O)c2cccs2)c2ccccc2)cc1	-4%	1%	4%	5%	5%	i	7%	-2%
CC1([N+](=O)[O-])COC2(CCCCC2)OC1	2%	-2%	-10%	4%	-25%	4%	41%	13%
O=C(COC(=O)c1cnccn1)c1ccc(C2CCCCC2)cc1	-8%	4%	4%	11%	9%	0%	20%	-2%
COc1cc(-c2nc3ccccc3nc2-c2ccc(O)c(OC)c2)ccc1O	-20%	-7%	3%	20%	-21%	-10%	-3%	18%
N/C(=N\OC(=O)/C=C/c1ccccc1Cl)c1cccnc1	-12%	1%	-12%	-1%	?	i	-3%	1%
Cc1ccccc1OCCC(=O)OCC(=O)NC1CCCC1	10%	6%	2%	1%	1%	i	-2%	9%
CC(C)N1C/C(=C/c2cccnc2)C(=O)/C(=C/c2cccnc2)C1	-9%	2%	-1%	7%	0%	-23%	.	1%
COC(=O)C(=O)C/C(=N/Nc1ncnc2ccccc12)c1ccc(Cl)cc1	-14%	11%	4%	-3%	10%	-29%	20%	1%
Cc1cccc(-c2cc(C(=O)Nc3cccnc3)c3ccccc3n2)c1	-14%	-6%	-6%	-4%	-7%	-36%[inhibitor]	37%	5%
CN(C)S(=O)(=O)c1cccc(C(=O)Nc2ccccc2Cl)c1	1%	-6%	-7%	5%	-3%	i	16%	6%
O=C(CNC1CCCCC1)Nc1cccc([N+](=O)[O-])c1	0%	2%	9%	0%	4%	-10%	-3%	4%
O=C(NCCCN1CCOCC1)C(C(=O)c1ccccc1)n1ccccc1=O (configuration not stated)	-14%	13%	0%	-3%	17%	-18%	8%	7%
Nc1nc2n(n1)C(c1c(F)cccc1Cl)CC(c1ccc(F)cc1)N2 (configuration not stated)	-1%	2%	3%	-1%	12%	-33%[inhibitor]	4%	3%
CC(C)=CCC/C(C)=C/CN(CC(C)O)CC(C)O (configuration not stated)	7%	9%	-1%	-5%	-17%	-8%[57.5 µM]	5%	-5%
CC(C)(CO)NS(=O)(=O)c1ccc2c(c1)oc(=O)c1cc(S(=O)(=O)NC(C)(C)CO)ccc12	3%	-2%	4%	-2%	11%	i	2%	5%

By substructure, the entries above containing a Cl atom (12)
SMILES	EPAC1 antagonist	EPAC1 agonist	aSyn rescue	EPAC2 antagonist	TDP-43 yeast inh	PTHR1 agonist	FUS suppressor	EPAC2 agonist
Cc1cc(C)c(CN2CCC(n3nccc3NC(=O)c3ccccc3Cl)CC2)cc1C	-20%	19%	1%	-24%	-10%	-2%	13%	-3%
CCOC(=O)C(=O)/C(=C\N(C)C)c1onc(-c2c(Cl)cccc2Cl)c1C(=O)OC	6%	-9%	12%	0%	-13%	-17%	-22%	5%
CC(Oc1ccc(Cl)cc1)C(=O)N1CCN(C(=O)c2ccco2)CC1 (configuration not stated)	7%	10%	8%	-2%	-10%	7%	.	9%
NC(=O)c1cccc(-c2ccnc3c2CC(C(=O)Nc2ccc(Cl)cc2)O3)c1 (configuration not stated)	4%	-7%	-5%	2%	5%	-59%[inhibitor]	-18%	8%
O=C(CCn1c(=O)oc2ccc(Cl)cc21)N1CCN(c2ccccc2)CC1	-15%	-1%	11%	-11%	17%	22%	6%	9%
Cc1ccc(NC(=O)CCCCCN2C(=O)[C@@H]3Cc4ccccc4CN3C2=O)c(Cl)c1	-3%	8%	14%	1%	28%	-16%	38%	12%
C=CCn1c(SCc2nc3ccccc3c(=O)[nH]2)nnc1-c1cc2cc(Cl)ccc2o1	5%	6%	0%	4%	16%	i	-3%	-7%
N#Cc1ccc(-c2ccc(F)cc2)nc1Oc1ccc(Cl)c(Cl)c1	-2%	2%	2%	-1%	4%	i	15%	9%
N/C(=N\OC(=O)/C=C/c1ccccc1Cl)c1cccnc1	-12%	1%	-12%	-1%	?	i	-3%	1%
COC(=O)C(=O)C/C(=N/Nc1ncnc2ccccc12)c1ccc(Cl)cc1	-14%	11%	4%	-3%	10%	-29%	20%	1%
CN(C)S(=O)(=O)c1cccc(C(=O)Nc2ccccc2Cl)c1	1%	-6%	-7%	5%	-3%	i	16%	6%
Nc1nc2n(n1)C(c1c(F)cccc1Cl)CC(c1ccc(F)cc1)N2 (configuration not stated)	-1%	2%	3%	-1%	12%	-33%[inhibitor]	4%	3%
